Bioassay records from PubChem BioAssay.
PGK inhibitor: inhibitors of T. brucei phosphoglycerate kinase. P07378. PGK/GAPDH coupled, Kinase-Glo luminescence, 60 min. Potency, µM (series often up to 57.5 µM), for inactives: at the highest dose activity change, negative = inhibition, hits mostly inhibitors. 380,000 tested, 0.043% active; also: potency is read from the fitted curve at half-maximal effect; % is scaled to controls: 0 for no effect and ±100 for the full control effect; nearly all actives have a fitted effect of over 60% in size
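Recombinant glycosomal PGK reaction used 1,3-bisphosphoglycerate generated in-well by GAPDH (100nM final) in 100mM TEA pH 7.6, 5mM MgCl2, 0.01% Tween-20. After 60 minutes at room temperature, ATP was read by Kinase-Glo Plus luminescence end-point.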
Pin1 inhibitor: blocks the human prolyl isomerase Pin1; Pin1 FP peptide displacement, HiFluor488, 10 min; Potency, µM (series often up to 115 µM), without a hit: top-dose activity, negative = inhibition, most hits filed as inhibitors; 390,000 tested, 0.009% active; AID 504891; active = well fitted inhibition curve with a large enough effect in the polarisation, with a control signal flat, not every such curve was filed as active; inconclusive = small, poorly fitted or top-dose-only effect, or effect the other way, or a change in a side signal; inactive = no such curve, though single readings can be large or run the other way; the % refers to the polarisation; also: potency is read from the fitted curve at half-maximal effect; % is scaled to controls: 0 for no effect and ±100 for the full control effect
Target sequence (Q13526 whole entry, looked up): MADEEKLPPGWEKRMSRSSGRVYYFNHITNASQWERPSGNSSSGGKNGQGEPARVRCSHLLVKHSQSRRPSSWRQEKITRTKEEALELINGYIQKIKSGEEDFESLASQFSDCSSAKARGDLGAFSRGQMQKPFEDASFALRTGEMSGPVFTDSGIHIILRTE
PI4K2A inh: inhibitors of human PI4K2A | Q9BTU6 | purified PI4K2A, ADP-Glo luminescence, 1 h; hits give low values | activity change, negative = inhibition, % at 76.9 µM | 420,000 tested, 0.13% active; in the data active = activity change below about -50%; inconclusive = mostly about -30% to -49%;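 also: -100% = wells without enzyme as full effect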
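ADP-Glo luminescence measured ADP generated by PI4K2A enzyme (4 ug/mL before mixing) with 1.2 mM PI substrate (pre-mix) and 300 microM ATP (pre-mix). Tris pH7.5 buffer with MgCl2, Triton X-100; 1 h reaction at ambient temperature.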
GLS inh: inhibitors of human glutaminase (GLS); GLS enzymatic activity, qHTS titration; O94925; Potency, µM (titrated, usually from 45.5 µM), without a hit: at the top dose activity change, negative = inhibition, hits mostly inhibitors; 410,000 tested, 0.21% active; also: potency is read from the fitted curve at half-maximal effect; % is scaled to controls: 0 for no effect and ±100 for the full control effect
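Compounds were pin-transferred onto hKGA, after which L-glutamine (1 mM solution) and a detection mix of glutamate oxidase, HRP and Amplex Red were added. Initial and 30 min RT fluorescence reads were collected.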
ERG Ets-DNA blk: inhibitors of human ERG Ets domain-DNA interaction | fluorescence polarization, His-ERG Ets domain / labelled DNA | 370,000 tested, 0.028% active | P11308 | AID 624246 | Potency, µM (top dose mostly 76.9 µM), for the others: at the top dose FP activity, negative = inhibition, actives largely listed as inhibitors; active = well fitted inhibition curve with a large enough effect in the polarisation, with a control signal flat; inconclusive = small, poorly fitted or top-dose-only effect, or effect the other way, or a change in a side signal; inactive = no such curve, though single readings can be large or run the other way; the % refers to the polarisation;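 also: polarization taken with two DNA probes labelled with fluorescein and Texas red; potency is read from the fitted curve at half-maximal effect; % of control where 0% means no effect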
Target sequence (P11308 whole entry, looked up, the tested form may be a part): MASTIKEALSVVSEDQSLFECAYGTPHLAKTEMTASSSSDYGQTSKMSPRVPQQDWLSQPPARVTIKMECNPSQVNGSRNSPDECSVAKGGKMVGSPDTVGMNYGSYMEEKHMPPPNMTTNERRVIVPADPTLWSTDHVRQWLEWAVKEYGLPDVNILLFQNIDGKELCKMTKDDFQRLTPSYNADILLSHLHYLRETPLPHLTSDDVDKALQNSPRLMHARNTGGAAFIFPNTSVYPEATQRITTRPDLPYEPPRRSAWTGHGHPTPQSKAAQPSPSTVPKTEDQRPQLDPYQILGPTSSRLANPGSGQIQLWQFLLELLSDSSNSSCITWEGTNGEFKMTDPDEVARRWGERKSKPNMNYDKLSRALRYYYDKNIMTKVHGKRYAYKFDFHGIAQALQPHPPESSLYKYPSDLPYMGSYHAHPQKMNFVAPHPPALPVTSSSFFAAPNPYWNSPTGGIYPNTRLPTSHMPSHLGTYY
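His-tagged ERG Ets domain (1 uM in the protein solution; 300mM KCl, 50mM Tris-HCl, 1mM EDTA, 1mM DTT, pH 7.5) received compound, then a probe mix of 5 nM fluorescein-DNA and 100nM Texas-615-DNA. Fluorescence polarization was read for both dyes.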
BAZ2B inh: inhibitors of human BAZ2B bromodomain; 360,000 tested, 4.4% active; Potency, µM (highest dose often 114 µM), for the others: at the top dose activity change, negative = inhibition, hits mostly inhibitors; AlphaScreen BAZ2B-H3K14Ac peptide displacement; Q9UIF8; also: potency is read from the fitted curve at half-maximal effect; % is scaled to controls: 0 for no effect and ±100 for the full control effect; nearly all actives have a fitted effect of over 60% in size
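AlphaScreen luminescence quantifies BAZ2B engagement of H3K14Ac peptide; the protein and biotinylated peptide are both at 50 nM final, buffer PBS pH 7.4 with 0.01% Tween-20, all steps at room temperature.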
G9a inh: G9a (human) methyltransferase inhibition; G9a H3K9 monomethylation, AlphaScreen, 2 h; AID 504332; Q96KQ7; 350,000 tested, 8.8% active; Potency, µM (top dose mostly 102 µM), without a hit: top-dose activity, negative = inhibition, actives largely listed as inhibitors; also: potency is read from the fitted curve at half-maximal effect; % is scaled to controls: 0 for no effect and ±100 for the full control effect; nearly all actives have a fitted effect of over 75% in size
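Using a bead-based AlphaScreen, monomethylated H3K9 product from 2 h room-temperature reactions (G9a 20 nM, peptide 500 nM, SAM 20 uM) was detected with 0.5 ug/mL rabbit anti-H3K9me1 antibody.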
JMJD2A Tudor inh: inhibitors of human JMJD2A Tudor domain; Potency, µM (doses to about 114 µM), for inactives: top-dose activity change, negative = inhibition, hits mostly inhibitors; AID 504339; AlphaScreen JMJD2A-Tudor / H3K4me3 peptide binding; O75164; 390,000 tested, 4.4% active; also: potency is read from the fitted curve at half-maximal effect; % is scaled to controls: 0 for no effect and ±100 for the full control effect; nearly all actives have a fitted effect of over 50% in size
HP1b binding inh: blocks HP1-beta chromodomain binding to methylated histone tails; P83916; AlphaScreen HP1-beta / biotin-H3K9me3 peptide binding; Potency, µM (series often up to 114 µM), inactives show at the highest dose activity change, negative = inhibition, most hits filed as inhibitors; 390,000 tested, 0.56% active; AID 540317; also: potency is read from the fitted curve at half-maximal effect; nearly all actives have a fitted effect of over 70% in size; inactives centre near 23
Target sequence (P83916 whole entry, looked up): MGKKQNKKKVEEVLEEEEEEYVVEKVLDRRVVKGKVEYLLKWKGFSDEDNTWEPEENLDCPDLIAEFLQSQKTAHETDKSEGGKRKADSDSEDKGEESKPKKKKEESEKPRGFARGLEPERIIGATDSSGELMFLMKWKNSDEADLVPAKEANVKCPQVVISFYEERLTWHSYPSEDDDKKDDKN
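HP1-beta protein (50 nM final) preincubated 30 min at room temperature with biotinylated H3(1-18)K9me3 peptide (50 nM) in PBS pH 7.4, 0.01% Tween-20, then compound added for 30 min. AlphaScreen streptavidin donor/nickel chelate acceptor beads (10 ug/mL final), 30 min dark, luminescence read.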
An asterisk follows results filed as active; i = inactive; u = inconclusive; x = no result given; [ ] = remark or other dose. Unless noted, calls follow the shape of the dose curve; as a rule, active = well fitted curve in the direction sought with a large enough effect; inconclusive = small, poorly fitted or top-dose-only effect, or another doubt; inactive = no such curve, though single readings can be large; an effect the other way counts as inactive or inconclusive.

SMILES | PGK inhibitor | Pin1 inhibitor | PI4K2A inh | GLS inh | ERG Ets-DNA blk | BAZ2B inh | G9a inh | JMJD2A Tudor inh | HP1b binding inh
Cc1ccc(S(=O)(=O)N2CCN(C(=O)c3ccco3)CC2)cc1C | i | -1% | -4 | 1% | 1% | 5% | 5%[2.33 µM] | -3% | 51%[activator]
CC(C)c1ccc(NC(=O)COC(=O)c2ccc(CN3CCCC3=O)cc2)cc1 | i | -2% | -4 | -4% | -7% | -4% | -8%[12.7 µM] | 4% | 44%[activator]
COc1ccc(CN2[C@@H](CC(=O)O)c3cc(F)ccc3S2(=O)=O)cc1 | -6% | -4% | 1 | 2% | -2% | x | x | -12% | 27%
O=C1C=C(c2cccc(O)c2)C[C@@H](c2ccc(F)cc2)C1 | 0% | -7% | -4 | 16% | -1% | -5% | -1%[0.501 µM] | -27% | 17%
Clc1ccc(OCc2cn3ccccc3n2)c2ncccc12 | -8% | -1% | 3 | u | 7% | -13% | -5%[0.501 µM] | -12% | 19%
COc1ccccc1-n1cnnc1SCC(=O)Nc1ccccc1 | -3% | 1% | 0 | -4% | 11% | 8% | 14% | -20% | -20%
Cc1ccc(CNc2ccc3c(c2)nc(C)n3C)cc1 | i | -3% | 3 | -13% | 14% | u | 25µM* | -34% | -5%
O=[N+]([O-])c1cc(C(F)(F)F)ccc1Cl | 3% | -12% | -1 | 5% | -1% | -4% | -1%[0.501 µM] | -3% | 17%
Cc1ccc(NC(=O)COC(=O)c2c(-c3ccccc3)noc2C)cc1 | -5% | 1% | 9 | 2% | -3% | 12% | 15%[12.7 µM] | 12% | 59%[activator]
CC(C)(C)C(=O)Nc1ccc(-c2cn3cccnc3n2)cc1 | 1% | 0% | 11 | -11% | 15% | 0% | 20% | -8% | 74%[activator]
CCN(CC(=O)Nc1c(F)cccc1F)C(=O)c1cc(C)nc2ccccc12 | 3% | 1% | 0 | 1% | -3% | 9% | 1% | -7% | 16%
COc1ccccc1/C=N/NC(=O)c1ccc(Br)cc1 | i | -11% | -2 | -2% | -11% | -15% | -6% | -8% | 28%
CCc1ccc(NC(=O)C2CCCN(S(=O)(=O)c3ccc4c(c3)oc(=O)n4C)C2)cc1 (centres undefined) | -3% | 10% | -1 | 3% | -2% | 0% | 2%[59 µM] | 1% | 53%[activator]
Cn1ccc2cc(-c3ccc4ncnc(NCc5cccs5)c4c3)ccc21 | -3% | 16% | -2 | -5% | x | u | -30%[12.7 µM] | u | 3%
O=C(CCN1C(=O)/C(=C/C=C/c2ccccc2)SC1=S)Nc1nc2ccccc2s1 | -4% | 22% | 6 | -7% | 9% | u | u | -35% | 1%
CN(C)C(=O)CN1CCN(C(=O)CCl)CC1 | -8% | -9% | 3 | -3% | 4% | u | -10%[59 µM] | 12% | 53%[activator]
CCOC(=O)c1[nH]c2ccc(OC)cc2c1NC(=O)N1CCOCC1 | -2% | -1% | 9 | 18% | -2% | -7% | 50µM* | -3% | 20%
O=C(c1ccc(CS(=O)c2ccccc2Cl)o1)N1CCN(c2ccccn2)CC1 (centres undefined) | i | 0% | 0 | 0% | u | -15% | 89µM* | -4% | 46%[activator]
COc1ccc(NC(=O)CN(C)C(=O)c2ccc(NC3CC3)c([N+](=O)[O-])c2)cc1 | 3% | 0% | -3 | 3% | 9% | -37% | -4%[2.33 µM] | -30% | -6%
COc1ccccc1CNC(=O)CCCOc1cc(=O)n(C)c2ccccc12 | i | -4% | 10 | 1% | 7% | 0% | -24% | -22% | 6%

2 entries picked at random from those above:
SMILES | PGK inhibitor | Pin1 inhibitor | PI4K2A inh | GLS inh | ERG Ets-DNA blk | BAZ2B inh | G9a inh | JMJD2A Tudor inh | HP1b binding inh
COc1ccccc1/C=N/NC(=O)c1ccc(Br)cc1 | i | -11% | -2 | -2% | -11% | -15% | -6% | -8% | 28%
COc1ccccc1-n1cnnc1SCC(=O)Nc1ccccc1 | -3% | 1% | 0 | -4% | 11% | 8% | 14% | -20% | -20%

An excerpt from above in order of the G9a inh value, high to low.
canonical_smiles,G9a inh
O=C(c1ccc(CS(=O)c2ccccc2Cl)o1)N1CCN(c2ccccn2)CC1 (centres undefined),89µM*
CCOC(=O)c1[nH]c2ccc(OC)cc2c1NC(=O)N1CCOCC1,50µM*
Cc1ccc(CNc2ccc3c(c2)nc(C)n3C)cc1,25µM*

Next part.
SMILES | PGK inhibitor | Pin1 inhibitor | PI4K2A inh | GLS inh | ERG Ets-DNA blk | BAZ2B inh | G9a inh | JMJD2A Tudor inh | HP1b binding inh
CCc1nnc(NC(=O)c2nc(S(C)(=O)=O)ncc2Cl)s1 | -3% | -5% | -1 | -5% | -1% | -27% | 7.1µM* | 10µM* | 46%[activator]
COC(=O)c1cc(Cl)c(NS(=O)(=O)c2ccccc2)cc1OC | -1% | -10% | 3 | 6% | 0% | 3% | -1%[12.7 µM] | -22% | 16%
COCCNC(=O)CSc1nnc2c(Cl)cc(Cl)cn12 | 0% | -8% | -12 | u | 0% | 3% | 32% | 2% | 16%
CC(C)(C)c1ccc(S(=O)(=O)N2CC(=O)Nc3ccccc32)cc1 | i | -7% | -8 | -2% | -4% | 8% | 10% | 16% | 13%
CC(NS(=O)(=O)c1cccc(C(=O)O)c1)C12CC3CC(CC(C3)C1)C2 (centres undefined) | i | 0% | 4 | 7% | -4% | -14% | -33% | -17% | 22%
COc1ccc(CNC(=O)CN2CCN(C(c3ccccc3)c3ccccc3)CC2)cc1 | -16% | -3% | -2 | 7% | 3% | u | -1% | -27% | 8%
Cc1ccc2oc(-c3cccc(NC(=O)c4ccc(Br)o4)c3C)nc2c1 | 1% | 2% | 0 | -1% | -9% | -22% | -42%[59 µM] | -12% | 8%
CC(C)Cc1nnc(NC(=O)c2ccc(N3CCCC3=O)cc2)s1 | -4% | 0% | 1 | 0% | 7% | -2% | 8%[0.501 µM] | -4% | 45%[activator]
CCOC(=O)C1(CC2CCCCO2)CCN(C(=O)Nc2ccc3c(c2)OCO3)CC1 (centres undefined) | -7% | -7% | 1 | -12% | 7% | -5% | -33% | -8% | 4%
CCCCOc1ccc(-c2nnn(CC(=O)Nc3ncc(CC(=O)OCC)s3)n2)cc1 | -7% | u | -2 | -1% | 2% | 8% | 3%[12.7 µM] | -2%[57.1 µM] | 36%
COCC(=O)N(CCc1ccc(OC)c(OC)c1)Cc1nc2ccccc2c(=O)[nH]1 | i | -4% | 5 | -19% | -6% | 9% | -28% | -19%[11.4 µM] | 43%[activator]
C=CCn1c(C(CC(C)C)CC(C)O)n[nH]c1=S (centres undefined) | -8% | -4% | 0 | 0% | 1% | -1% | 28µM* | 8.9µM* | -23%
CCCCOc1cccc(/C=N/NC(=O)c2csc(C)c2C)c1 | -5% | 11% | -3 | -12% | -6% | 3% | 26%[59 µM] | -14% | 25%
COc1ccccc1Oc1ccc(S(=O)(=O)NCc2ccccn2)cc1 | 4% | 0% | 2 | 3% | 0% | 14% | 8%[12.7 µM] | -18% | 9%
O=C(O)C1C2C=CC(C2)C1C(=O)Nc1cccc(Cl)c1 (centres undefined) | -10% | -1% | -23 | 0% | 18% | -1% | 22% | -8% | 8%
CCOC(=O)c1oc2cc(O)cc(C)c2c(=O)c1-c1cscn1 | 3% | -2% | 7 | 9% | 2% | -8% | u | -9% | 26%
O=C(COc1ccc(Br)cc1CNCCCN1CCOCC1)Nc1ccccc1 | -10% | 2% | -5 | -2% | 5% | 1% | 15%[59 µM] | -12% | 11%
COc1ccccc1C(CNC(=O)c1ccc(OCc2c(C)noc2C)cc1)N1CCCC1 (centres undefined) | 3% | 22% | -1 | 14% | 7% | -4% | -24%[2.33 µM] | -16% | 21%
COc1cccc(OCC(O)CN2CCN(C(c3ccccc3)c3ccccc3)CC2)c1 (centres undefined) | i | 6% | -1 | -9% | 6% | x | x | -35% | 0%
C=CCOc1ccccc1C1C2=C(CC(C)(C)CC2=O)Nc2c1c(=O)n(C)c(=O)n2C (centres undefined) | -9% | -5% | -4 | 35%[activator] | -2% | 5% | -10%[2.33 µM] | -17% | 8%

Structures listed above marked active in JMJD2A Tudor inh:
SMILES | PGK inhibitor | Pin1 inhibitor | PI4K2A inh | GLS inh | ERG Ets-DNA blk | BAZ2B inh | G9a inh | JMJD2A Tudor inh | HP1b binding inh
CCc1nnc(NC(=O)c2nc(S(C)(=O)=O)ncc2Cl)s1 | -3% | -5% | -1 | -5% | -1% | -27% | 7.1µM* | 10µM* | 46%[activator]
C=CCn1c(C(CC(C)C)CC(C)O)n[nH]c1=S (centres undefined) | -8% | -4% | 0 | 0% | 1% | -1% | 28µM* | 8.9µM* | -23%

Random draw from the library; any-hit rate near 11%.
